KDM5B inh: KDM5B demethylase inhibition; Q9UGL1; KDM5B demethylase, FDH-coupled NADH fluorescence (FDH is formaldehyde dehydrogenase); Potency, µM (top dose mostly 57.7 µM), for inactives: at the top dose activity change, negative = inhibition, hits mostly inhibitors; actives 2.6% (n = 220,000); AID 1347165; active means well fitted inhibition curve with a large enough effect; inconclusive means small, poorly fitted or top-dose-only effect; inactive means no such curve, though single readings can be large or run the other way; further: 0% is about no effect; nearly all actives have a fitted effect of over 70% in size
Target sequence (Q9UGL1 whole entry, looked up): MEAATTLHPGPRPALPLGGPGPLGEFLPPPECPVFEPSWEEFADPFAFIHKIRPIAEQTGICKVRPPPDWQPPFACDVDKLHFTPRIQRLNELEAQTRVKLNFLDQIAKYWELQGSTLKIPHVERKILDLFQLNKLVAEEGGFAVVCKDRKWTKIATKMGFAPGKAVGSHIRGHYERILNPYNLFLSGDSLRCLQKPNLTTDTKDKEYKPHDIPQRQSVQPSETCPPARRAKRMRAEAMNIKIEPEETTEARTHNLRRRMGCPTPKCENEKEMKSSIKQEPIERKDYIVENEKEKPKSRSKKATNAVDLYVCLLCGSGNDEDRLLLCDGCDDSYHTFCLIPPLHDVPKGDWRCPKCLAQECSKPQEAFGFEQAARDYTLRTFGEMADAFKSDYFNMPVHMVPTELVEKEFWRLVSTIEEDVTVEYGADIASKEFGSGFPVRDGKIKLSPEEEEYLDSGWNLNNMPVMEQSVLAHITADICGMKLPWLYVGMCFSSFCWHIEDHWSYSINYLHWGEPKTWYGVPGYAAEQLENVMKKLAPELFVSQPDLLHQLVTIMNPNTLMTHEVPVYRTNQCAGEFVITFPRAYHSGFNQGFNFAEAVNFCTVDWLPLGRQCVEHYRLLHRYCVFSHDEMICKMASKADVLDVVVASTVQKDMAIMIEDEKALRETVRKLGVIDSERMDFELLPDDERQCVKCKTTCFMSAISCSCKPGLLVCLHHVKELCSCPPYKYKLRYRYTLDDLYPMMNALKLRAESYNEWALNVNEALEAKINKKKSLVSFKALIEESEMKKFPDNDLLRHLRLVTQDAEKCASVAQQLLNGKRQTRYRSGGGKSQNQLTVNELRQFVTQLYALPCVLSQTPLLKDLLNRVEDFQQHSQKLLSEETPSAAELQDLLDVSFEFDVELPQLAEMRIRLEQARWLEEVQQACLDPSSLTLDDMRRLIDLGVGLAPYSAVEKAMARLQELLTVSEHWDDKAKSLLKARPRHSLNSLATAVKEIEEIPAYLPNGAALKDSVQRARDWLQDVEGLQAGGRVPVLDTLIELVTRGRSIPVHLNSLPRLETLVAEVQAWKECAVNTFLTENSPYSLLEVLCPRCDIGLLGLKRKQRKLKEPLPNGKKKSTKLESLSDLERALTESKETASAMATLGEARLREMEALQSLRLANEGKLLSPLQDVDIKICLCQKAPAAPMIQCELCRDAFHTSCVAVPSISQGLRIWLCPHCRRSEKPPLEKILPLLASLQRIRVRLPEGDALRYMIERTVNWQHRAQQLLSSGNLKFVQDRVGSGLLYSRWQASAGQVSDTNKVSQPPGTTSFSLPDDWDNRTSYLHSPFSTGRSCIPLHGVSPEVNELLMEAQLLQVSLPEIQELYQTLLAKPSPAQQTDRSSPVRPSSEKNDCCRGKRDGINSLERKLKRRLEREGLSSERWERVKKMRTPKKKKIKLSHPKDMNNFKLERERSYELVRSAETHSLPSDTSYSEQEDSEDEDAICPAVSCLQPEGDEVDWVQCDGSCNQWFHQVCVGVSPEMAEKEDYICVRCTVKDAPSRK
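Coupled FDH/NAD⁺ fluorescence readout. KDM5BΔAP 200 nM final; compound titration, 10 min RT preincubation; substrate mix 12.5 µM H3K4me3, 25 µM 2-OG, 50 µM Fe(II), 100 µM ascorbate, 0.25 mM NAD⁺, 0.25 U/mL FDH; ΔRFU over 30 min.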
* marks the source's active call; other numbers are inactive results; i = inactive; ? = inconclusive; & = joins results of further samples; [ ] = remark or other dose. Potency means the concentration at half of the fitted maximal effect. This is a subset; count on the stated rates, not on these rows.

SMILES	KDM5B inh
CN(Cc1ccccc1)C(=O)[C@@H]1C[C@@H](c2ccc(F)cc2)N([S+](=O)([O-])c2ccccc2)C1	3.7%
CN(Cc1ccco1)C(=O)c1n[nH]c(=O)c2ccccc12	22.0%
CC(CCc1ccccc1)NC(=O)NCc1ccncc1 (stereo not drawn)	-13.6%
CCCCN(C)CCCNC(=O)Cn1ncc2c3ccccc3n(Cc3cc(C)ccc3C)c2c1=O	?
O=C(OCC(=O)N1CCN(S(=O)(=O)c2ccc(Cl)cc2)CC1)C1CC1	3.2%
O=C1CCN(C(=O)C2CCN(C(=O)COc3ccc(F)cc3)CC2)CCCCCCN1	-5.5%
Cc1ccc2c(=O)cc(C(=O)NCC(c3ccco3)N3CCOCC3)oc2c1 (stereo not drawn)	7.0%
CCCc1oc2ccc(NS(=O)(=O)c3ccc(OCC)cc3)cc2c1C(=O)OCC	?
CCOCCCNC(=O)c1ccccc1Sc1ccccc1C#N	-3.6%
O=C(c1cccs1)N1CCN(c2nnc3ccccn23)CC1	22.4µM*
COc1ccccc1NC(=O)c1c(NC(=O)c2ccco2)sc2c1CCC(C(C)(C)C)C2 (stereo not drawn)	-16.9%
CCc1cc(CC)c(CO)c(CC)c1/C=N/O	-10.6%
CC(C)Oc1ccc(/C(O)=C2\C(=O)C(=O)N(c3nccs3)C2c2cccc(Br)c2)cc1 (stereo not drawn)	-24.0%
CCOC(=O)C1C(C)=C/C(=N\O)CC1C(C)C (stereo not drawn)	-0.8%
Cc1c(CCC(=O)N2CCCC2)c(=O)oc2c(C)c(O)ccc12	?
Cc1ccc(Cl)cc1N1CCN(C(=O)c2cn(C)c3ccc(S(=O)(=O)N4CCCC4)cc3c2=O)CC1	?
O=C(O)c1cc(-c2cccc(CO)c2)cc(S(=O)(=O)N2CCOCC2)c1	11.5%
Cc1ccc(/C=C/c2nc3ccccc3n2S(=O)(=O)c2ccc(Br)cc2)cc1	?
Cc1ccc(N2CCN(S(=O)(=O)c3cc(Br)cc4c3N(C(=O)C3CC3)CC4)CC2C)cc1 (stereo not drawn)	2.5%
CN(C)S(=O)(=O)N(CC(=O)NCCSCc1cccc(Cl)c1)c1ccccc1	-1.0%
CCN(CC)C(=O)C[C@@H]1c2nc(NC(=O)c3ccc(OC)cc3)sc2C[C@@H]2[C@](C)(CO)[C@H](O)CC[C@]21C	?
CCCOc1ccc(/C(O)=C2\C(=O)C(=O)N(c3cc(C)on3)C2c2ccc(O)c(OCC)c2)cc1 (stereo not drawn)	-13.8%
CCc1noc(-c2ccn3c(CNC(=O)Cc4ccc(F)cc4)nnc3c2)n1	i
Cc1ccccc1N1Cc2c(NCC3CCCCCC3)ncnc2N(C)CC1=O	0.6%
COc1ccccc1NC(=O)C(=O)NCC(c1ccc2c(c1)OCO2)N1CCOCC1 (stereo not drawn)	2.5%
CCCCCn1c(=O)[nH]c2cc(C(=O)NCCN(C)CCCC)ccc2c1=O	-24.9%
CCN1CCN(Cc2c(O)ccc3c(=O)c(Oc4ccccc4Cl)c(C(F)(F)F)oc23)CC1	-14.0%
CCCN(CC1CCOC1)S(=O)(=O)c1cc(C)ccc1C (stereo not drawn)	35.0%[activator]
Cc1ccc(S(=O)(=O)c2cn(CC(=O)Nc3ccc4c(c3)OCO4)c3ccccc3c2=O)cc1C	?
N#Cc1ccc(OCCOc2cccc(C#N)c2)cc1	15.6%
CCC(=O)NCC1Cn2cccc2C(=O)N1Cc1ccccc1 (stereo not drawn)	3.6%
CC1CCN(C(=O)c2cc(-c3ccncc3)nc3ccccc23)CC1	18.5%
CN(C)C(=O)N1Cc2ccccc2OC2(CCN(C(=O)c3ccc(N)nc3)CC2)C1	3.7%[115 µM]
O=C(Nc1ccc([C@H]2OCC(=O)N(C3CCOCC3)[C@@H]2CO)cc1)c1ccc(C(F)(F)F)cc1	18.0%
CC(C)C(=O)Nc1ccc2nc(SCC(=O)N3CCc4ccccc43)sc2c1	-41.8%
C=C(C)Cn1c(SCC(=O)OCc2ccccc2)nc2c1c(=O)[nH]c(=O)n2C	18.8%
CN(C)S(=O)(=O)c1ccc(NC(=O)COc2ncnc3ccc(Br)cc23)cc1	-14.8%
O=C(N[C@H]1CCN2C(=O)c3cc(-c4ccc(F)cc4F)ccc3NC(=O)[C@@H]2C1)c1cccs1	-19.6%
COc1ccc(Nc2c3c(nc4ccc(NC(=O)/C=C/c5cc(OC)c(OC)c(OC)c5)cc24)CCCC3)cc1OC	17.6%
CC(c1n[nH]c(=O)n1CCC(=O)O)n1cccn1 (stereo not drawn)	-2.4%
CN(CC(=O)NC(C)(C)C)C(=O)/C=C/c1ccc(C#N)cc1	14.9%
COc1cc(OC)cc(-c2nc3n(n2)C(c2ccccc2)C(C(N)=O)=C(C)N3)c1 (stereo not drawn)	-16.7%
COc1ccc(-c2cnc([C@@H]3COCCN3Cc3cccc(C#N)c3)[nH]2)cc1	19.7%[86.2 µM]
Cc1ccc(C)c(Cn2c(=O)cc(C)c3c(C)nn(-c4cccc(F)c4)c32)c1	-25.3%
CCOc1ccc2nc(N3CCC(C(=O)NCCCN4CCOCC4)CC3)sc2c1	33.5%
O=C(COc1ccccc1[N+](=O)[O-])Nc1cccc(Cl)c1N1CCOCC1	-10.3%
CN1C(=O)C2(CCN(C(=O)Cc3ccccc3Cl)C2)c2ccccc21 (stereo not drawn)	-4.0%
COCCOC1CCOC2(CCN(C(=O)c3ccco3)CC2)C1 (stereo not drawn)	-17.9%
COc1ccccc1-n1c(=O)c2c3c(sc2n(Cc2ccccc2F)c1=O)CN(C(C)=O)CC3	-23.8%
O=C(Nc1cccc(OCC2CCCO2)c1)C1CCC1 (stereo not drawn)	-12.1%

(listing goes on)
SMILES	KDM5B inh
Cn1cnc2cc(-c3ccc(F)cc3)cc(C(=O)NCCCn3ccnc3)c21	39.8µM*
O=C(Nc1cccc(C(F)(F)F)c1)C1CCCN(S(=O)(=O)c2cccc3nonc23)C1 (stereo not drawn)	-21.1%
CCOC(=O)c1c(S(=O)(=O)N2CCCC(C(=O)NCc3ccccc3OC)C2)c(C)n(C)c1C (stereo not drawn)	-8.2%
O=C(Nc1cccnc1)c1nc2c(o1)CCN(Cc1cccs1)CC2	-29.3%[86.2 µM]
O=C(NCC(c1cccnc1)N1CCc2ccccc2C1)C(=O)Nc1ccc(F)cc1F (stereo not drawn)	21.4%
CC1=C[C@@H](CNC2CC2)[C@H](C(C)C)C[C@H]1Cc1nnc(-c2ccc(C)cc2)o1	18.7%[86.2 µM]
Cc1oc2c(c1C(=O)NC(C)c1ccco1)CN(Cc1ccc(F)cc1)CC2 (stereo not drawn)	?
CNc1ccccc1C(=O)OC(C)C(=O)Nc1ccc(S(=O)(=O)N2CCCC2)cc1 (stereo not drawn)	?
C=CCN(CC#Cc1ccc(C)cc1)Cc1ccc(OC)cc1OC	4.0%
Cc1ccc2oc(=O)n(CC(=O)c3ccc(F)cc3)c2c1	34.1%[activator]
COC(=O)c1cc(S(=O)(=O)N2CCC(C(N)=O)CC2)oc1C	-4.9%
O=C(O)C(c1ccccc1)C1(O)CCCCC1 (stereo not drawn)	-5.0%
CCOC(=O)c1c(C)n(CC)c2ccc(OC(=O)c3ccccc3C)cc12	13.4%
COc1ccc(C2NC(=O)N(C)C3=C2C(=O)N(c2ccc(Br)cc2)C3)cc1 (stereo not drawn)	?
O=C(c1cc(-c2ccc(Cl)cc2Cl)on1)N1CCCC1	9.4%
Cc1ccn2c(Nc3c(C)cccc3C)c(-c3ccc(Cl)s3)nc2c1	?
CCc1nnc2c3ccccc3nc(N3CCN(c4cc(C)ccc4C)CC3)n12	8.7%
Cc1ccc(NC(=O)CN2CCCN(Cc3cc(C)ccc3C)S2(=O)=O)c(Cl)c1	-23.6%
COCCNC(=O)c1nn(-c2ccc(Cl)cc2)nc1CO	?
CCC(C)NC(=O)C1CCC(CNS(=O)(=O)c2cccc3nsnc23)CC1 (stereo not drawn)	-11.1%[11.5 µM]
COc1ccc(/C=N/OC(=O)COc2cccc(C)c2C)cc1COc1ccc(F)cc1	14.5%
c1cc(CN2CCC(N3CC(OCC4CC4)C34CCOCC4)CC2)ccn1 (stereo not drawn)	?
CCc1nc2ccc(C(=O)NCc3cccs3)cc2nc1CC	-16.1%
CC(C)(C#N)NC(=O)C1CCCN1S(=O)(=O)c1ccc2ccccc2c1 (stereo not drawn)	-15.7%
CC(=O)Oc1ccc([C@H]2C(C#N)=C(N)OC3=C2C(=O)CC(C)(C)C3)cc1	8.3%
CN(C)CC(C)(C)CNC(=O)c1cc(=O)c2ccccc2o1	-6.5%
c1coc(C(CNC2CCCC2)N2CCCC2)c1 (stereo not drawn)	2.3%
Cc1ccc(N(CC(=O)N2CCCCCC2)S(=O)(=O)c2ccccc2)cc1	14.9%
COCCN1CCOC[C@H]2CCN(C(=O)C3CCC3)C[C@H]21	-4.6%
O=C(CCc1c[nH]c2ccccc12)N1CCCC1CN1CCCC1 (stereo not drawn)	7.3%
CCS(=O)(=O)N1CCc2cc(C(=O)Nc3c(C)cc(C)cc3C)ccc21	12.0%
CC(C)N1CC2(C1)C(=O)N(Cc1cccc(Cl)c1)C(=O)[C@@H]1C[C@@H](O)CN12	-10.6%[86.2 µM]
CN1CCN(Cc2c(O)ccc3cc(-c4ccc(Cl)cc4)c(=O)oc23)CC1	?
FC(F)(F)c1ccc2c(c1)nc1n2[C@@H](CNCc2cccnc2)COC1	-0.3%[86.2 µM]
CC(Sc1ccc(C(F)(F)F)cn1)C(=O)NC(C)(C#N)C(C)C (stereo not drawn)	31.4%
CC(C)(CO)Nc1nc(-c2ccccc2)c2cc(Br)ccc2n1	?
COc1cc(OC)cc(-c2onc(C)c2C(=O)NCCCOC(C)C)c1	-5.3%
c1cc(-c2nc3c(c(NCCCn4ccnc4)n2)CCNCC3)ccn1	-7.5%
COC(=O)c1ccc(Oc2coc3cc(OCc4ccc(C)cc4)ccc3c2=O)cc1	-5.4%
O=C(Cc1ccc(S(=O)(=O)N2CCOCC2)s1)Nc1ccccc1Br	-7.8%

Shown with each value named: 3 of the compounds above
CC(C)(CO)Nc1nc(-c2ccccc2)c2cc(Br)ccc2n1
  KDM5B inh = ?

COc1cc(OC)cc(-c2onc(C)c2C(=O)NCCCOC(C)C)c1
  KDM5B inh = -5.3%

c1cc(-c2nc3c(c(NCCCn4ccnc4)n2)CCNCC3)ccn1
  KDM5B inh = -7.5%

(listing goes on)
SMILES	KDM5B inh
CN1CCN(Cc2cc(=O)oc3cc(-c4ccccc4)c(O)cc23)CC1	-10.8%
CCn1c(SCC(=O)NC2CCCC2)nc2c(c1=O)SCC2	9.4%
CCOC(=O)c1ccc(NC(=O)c2cnc(N3CCCC3)nc2C)cc1	?
O=C(Nc1ccc(C(=O)N(Cc2ccccc2)C2CC2)cc1)c1cccs1	-23.2%
COc1cc(-c2nnc(SCC(=O)NC3CCCc4ccccc43)o2)cc(OC)c1OC (stereo not drawn)	18.2%
CCOc1c(Br)cc(C2C=C(C(=O)O)Nc3ncnn32)cc1OC (stereo not drawn)	?
COc1ccc(/C=N/Nc2cc(C)nc(N3CCOCC3)n2)cc1OC	-0.3%
COC(=O)C(N)Cc1ccc(OC)c([N+](=O)[O-])c1 (stereo not drawn)	1.7%
CC(C)(C)c1cc2nc(N)nc(N)n2n1	-1.2%
O=C1CC(c2ccccc2)N(Cc2ccncc2)CCCN(C(=O)CC2CCCCC2)CCN1 (stereo not drawn)	?
CCc1ccccc1NC(=O)COCc1cc(-c2ccco2)on1	-19.8%
CCOC(=O)Cc1csc(=S)n1-c1ccc(OC)cc1	18.8%
CCCCN(CC)C(=O)c1c[nH]c2ccc(S(=O)(=O)N(C)c3ccc(Cl)cc3)cc2c1=O	9.3%
COc1ccccc1-c1cc(=O)c2cc(NS(=O)(=O)c3ccc(F)cc3)ccc2o1	48.5%[activator]
Cc1ccc(C(=O)N2CC[C@H](N3CCN(C)CC3)[C@H](CCCO)C2)cc1C	-12.6%
Cc1cc(C)n(CCc2nc3c4ccccc4nc(N4CCN(c5ccc(F)cc5)CC4)n3n2)n1	-4.1%
Cc1ccc(OC(=O)c2ccc(C)c(Br)c2)c(C)c1	8.8%
Cc1ccc(-c2ncc(C(=O)Nc3ccccc3F)c(-c3ccncc3)n2)cc1	6.1%
OCCCSc1nnc(-c2c[nH]c3ccccc23)n1C1CC1	-11.7%
CCc1ccc(NC(=O)c2ccc(F)c(S(=O)(=O)N3CCc4ccccc4C3)c2)cc1	-16.7%&-28.8%

Individual results from the list.
`N#Cc1ccc(OCCOc2cccc(C#N)c2)cc1` in KDM5B inh shows 15.6%
`Cn1cnc2cc(-c3ccc(F)cc3)cc(C(=O)NCCCn3ccnc3)c21` in KDM5B inh shows 39.8µM*

New compounds follow:
SMILES	KDM5B inh
Cc1cccc(Nc2nc(C(=O)N3CCC(C)CC3)cs2)c1	-13.6%
CC(C)CCNC(=O)C1CCN(c2nc3ccc(Cl)cc3[nH]2)CC1	-21.5%
COc1ccc(S(=O)(=O)[C@H]2CS(=O)(=O)C[C@@H]2N2CCN(c3ccc(F)cc3)CC2)cc1	13.3%
Clc1cccc(-n2ncc3c(N4CCN(Cc5ccccc5)CC4)ncnc32)c1	8.0%

Screens as filed in PubChem BioAssay.
